Compound activity deposited in PubChem BioAssay by several laboratories.
HPDE-C7 viability: cytotoxicity in HPDE-C7 cells, cell-based, fluorescence, HTS (AID 430); HPDE-C7 pancreatic duct cells viability, fluorescence; higher % means a stronger effect; 1.8% of 63,000 active; cytotoxicity, % at 10 µM, or EC50 in µM where a hit was titrated;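 note: cells exposed to compound for 48 hours before viability readout; 0% = vehicle and 100% = reference cytotoxic drug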
Bfl-1 displacement: displacement of Bid BH3 peptide from Bfl-1 – biochemical, fluorescence polarization, FITC-Bid, mouse, primary screen (AID 432). FITC-Bid BH3 peptide fluorescence polarization displacement; higher % means a stronger effect. one-dose displacement, % at 20 µM; IC50 in µM for titrated hits. 0.02% of 64,000 active; in the data active = a potency from the dose series; inactive = the rest, 99 in 100 with displacement below about 15%; note: strong numbers were not always called active
DPM-DC inhibit: inhibitors of Streptococcus pneumoniae diphosphomevalonate decarboxylase. purified DPM-DC, PK/LDH coupled NADH fluorescence. 0.49% of 65,000 active. calls only at 10 µM;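 active = the 320 compounds with the highest percent inhibition in the single-dose primary screen, excluding strongly autofluorescent ones, cut at about 32% in these data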;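 note: kinetic rate of NADH fluorescence loss reporting ADP formed by the decarboxylase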
LYP inhibition: LYP phosphatase inhibitors, primary screen, biochemical, DiFMUP fluorescence, recombinant catalytic domain, 10 µM (AID 606); 52,000 tested, under 10 active; recombinant LYP catalytic domain, DiFMUP fluorescence; higher % means a stronger effect; inhibition, % at 10 µM; hits with a dose series show IC50 in µM;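 active = IC50 under 40 µM in the dose-response test; inactive = IC50 of 40 µM or more, or never dose-tested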
HT1080 viability: cytotoxicity in HT1080 fibrosarcoma cells, cell-based, fluorescence readout (AID 620) | HT1080 viability, fluorescence; higher % means a stronger effect | cytotoxicity, % at 10 µM; hits with a dose series show EC50 in µM | 0.42% of 87,000 active;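 note: cells exposed to compound overnight then 4 h with Alamar Blue; 0% = vehicle DMSO and 100% = killing control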
HPDE-C7K KRASV12: cytotoxicity in KRAS-transformed pancreatic duct cells, primary screen, cell-based, fluorescence, HTS (AID 431) | cytotoxicity, % at 10 µM, or EC50 in µM where a hit was titrated | 1.7% of 63,000 active | HPDE-C7K KRASV12 cells, Alamar Blue viability, 48 h; higher % means a stronger effect;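 active = compounds whose percent cytotoxicity in the single-dose primary screen, scaled between solvent and toxic-drug controls, exceeds 50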;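 note: 0% = DMSO solvent wells and 100% = doxorubicin-treated wells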
Spn MK inh: inhibitors of Streptococcus pneumoniae mevalonate kinase | inhibition, % at 10 µM | 0.48% of 65,000 active | purified MK, PK/LDH-coupled NADH absorbance 340 nm;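 active = ranked among the strongest by inhibition in the single 10 µM screen, a fixed top-ranked set picked for dose follow-up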; note: no value below 0 was filed
Alkaline phosphatase: inhibition of tissue-nonspecific alkaline phosphatase – biochemical, luminescent (AID 518) | inhibition, % at 20 µM, or IC50 in µM where a hit was titrated | purified TNAP enzyme, luminescent substrate readout; higher % means a stronger effect | 0.09% of 64,000 active; in the data active = a potency from the dose series; inactive = the rest, 99 in 100 with inhibition below about 22%;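 note: plate controls were vehicle for no effect and reference inhibitor for full effect; many of its hits are not listed in these tables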
Spn PMK inh: blocks S. pneumoniae phosphomevalonate kinase. purified PMK, PK/LDH-coupled NADH absorbance 340 nm. inhibition, % at 10 µM. 0.49% of 65,000 active;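 active = top-ranked compounds by inhibition in the single 10 µM screen, taking a fixed number of the strongest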;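 note: 0% = full reaction with DMSO carrier and 100% = background rate without enzyme reaction; no value below 0 was filed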
Spn PMK inh pilot replicates: also measured in Spn PMK inh; calls as there; inhibition, %; measured here: pilot screen replicates
Spn MK inh pilot replicates: recorded beside Spn MK inh, whose call it bears; inhibition, %; measured here: pilot screen replicates
DPM-DC inhibit pilot screen %: recorded beside DPM-DC inhibit, whose call it bears; inhibition, %; measured here: pilot screen trials
* = called active by the depositor; i = inactive; . = no result given. Cut-off read from the data, not from the text of the source, unless noted: active = cytotoxicity above about 50%; inactive = the rest.

SMILES	HPDE-C7 viability	Bfl-1 displacement	DPM-DC inhibit	LYP inhibition	HT1080 viability	HPDE-C7K KRASV12	Spn MK inh	Alkaline phosphatase	Spn PMK inh	others
CCN1CCN(C(c2ccc(F)cc2)c2nnnn2Cc2cccs2)CC1 (stereo not drawn)	-4.8%	-0.5%	i	.	.	4.1%	0.0	6.1%	27.0*	Spn PMK inh pilot replicates=2.5*;Spn MK inh pilot replicates=3.0;DPM-DC inhibit pilot screen %=1.0
Cc1occc(=O)c1OC(=O)Nc1ccccc1	-1.7%	1.7%	i	-2.2%	2.1%	7.5%	6.0	6.1%	0.0
O=C(c1ccc(Cl)s1)N1CCN(c2ccccc2)CC1	-14.0%	3.4%	i	12.3%	-3.7%	-4.0%	8.0	15.4%	0.0
COc1cc2[nH]c(=O)n3nc(-c4ccccc4)nc3c2cc1OC	1.4%	-2.2%	.	.	.	-2.1%	13.0	8.3%	19.0
O=C(COc1ncnc2ccccc12)NCCCN1CCCC1=O	5.7%	-7.9%	i	9.8%	-7.2%	-6.1%	0.0	5.4%	13.0
CCOC(=O)c1c(C)oc2ccc(O)c(CN3CCCCC3)c12	7.4%	-0.7%	i	0.0%	1.7%	0.1%	3.0	2.7%	11.0	Spn PMK inh pilot replicates=0.5;Spn MK inh pilot replicates=8.0;DPM-DC inhibit pilot screen %=1.5
CCCc1ccc(Oc2cn[nH]c2-c2ccc(O)cc2O)cc1	44.2%	-7.8%	i	15.9%	-8.8%	29.1%	3.0	5.9%	3.0
COc1cc(NC2=CC(=O)CC(C)(C)C2)cc(OC)c1OC	-7.5%	2.0%	i	-3.9%	3.2%	-1.5%	11.0	15.6%	0.0
Cc1c(NC(=O)Cn2cnc3c(=O)n(C)c(=O)n(C)c32)cccc1-c1nc2ccccc2o1	7.8%	-1.7%	i	-0.4%	-3.4%	-4.1%	1.0	4.2%	0.0
Cn1cnc(S(=O)(=O)N2CCc3ccccc32)c1	16.1%	-7.0%	i	1.7%	12.0%	16.5%	8.0	5.4%	11.0
O=c1c2c(n3nnnc3n1Cc1ccccc1)-c1ccccc1CC21CCCC1	-3.1%	4.7%	i	-1.1%	-14.0%	-8.4%	10.0	15.0%	3.0
COC(=O)C(C)Sc1nnc(Cc2cc(=O)[nH]c(=O)[nH]2)n1-c1cccc(OC)c1 (stereo not drawn)	5.9%	7.3%	i	4.4%	-5.2%	9.5%	4.0	13.4%	6.0
CN(C)Cc1c(O)ccc2occ(C(=O)c3ccccc3)c12	6.4%	-3.0%	i	8.5%	8.3%	6.6%	5.0	6.1%	1.0
COc1cc([C@H]2[C@@H]3CCCC[C@]3(O)CCN2Cc2ccccc2F)ccc1O	.	5.9%	i	.	13.5%	.	0.0	12.4%	2.0
CN(C)/C=N/c1sc2c(c1C#N)CCC2	3.9%	12.4%	i	-1.6%	2.6%	4.6%	7.0	7.0%	15.0
Cc1[nH]c(=O)[nH]c(=O)c1S(=O)(=O)N1CCN(c2cccc(Cl)c2)CC1	18.4%	-5.3%	i	-1.3%	6.3%	15.5%	1.0	13.2%	16.0	Spn PMK inh pilot replicates=0.0;Spn MK inh pilot replicates=2.5;DPM-DC inhibit pilot screen %=0.0
CC(=O)c1ccccc1OCCCN1CCCCC1	-5.9%	-8.3%	i	7.3%	18.6%	1.2%	32.0	4.8%	0.0
COc1ccc(C2C(C(=O)N3CCOCC3)CCC(=O)N2c2ccc(OC)cc2)cc1 (stereo not drawn)	-14.9%	-2.1%	i	-5.6%	-4.5%	-27.2%	0.0	-2.3%	4.0
Cc1ccc(-n2c(C)nc3oc4ccccc4c(=O)c3c2=O)cc1	1.1%	20.0%	i	.	9.0%	6.1%	11.0	9.8%	13.0
CCCC(=O)Nc1cc(=O)n(C)c(=O)n1C	5.3%	2.6%	i	6.5%	-4.0%	7.9%	8.0	9.5%	13.0
O=C(NCc1ccccc1)N1CCn2c(nc3ccccc32)C1	-4.0%	-2.8%	i	9.8%	20.0%	7.9%	0.0	3.5%	13.0	Spn PMK inh pilot replicates=0.5;Spn MK inh pilot replicates=0.0;DPM-DC inhibit pilot screen %=0.5
Cc1nn(C)cc1CNC(=O)C1C2CCC(O2)C1C(=O)O (stereo not drawn)	12.7%	-3.0%	i	7.1%	3.7%	39.3%	11.0	2.5%	10.0
O=C(C1CCCCC1)N1CCC(c2nc3ccccc3[nH]2)CC1	-7.9%	-2.6%	i	.	-7.6%	-3.6%	0.0	8.6%	0.0
CC(C)c1ccc(NS(=O)(=O)c2cn(C)c(=O)n(C)c2=O)cc1	-6.8%	0.4%	i	-10.4%	.	8.2%	7.0	9.1%	0.0
COc1ccccc1NC(=O)COc1ccc(CO)cc1Cl	-11.2%	-8.2%	i	5.7%	-3.5%	-18.6%	0.0	11.0%	6.0

The final 3 records of the part above open the next one.
SMILES	HPDE-C7 viability	Bfl-1 displacement	DPM-DC inhibit	LYP inhibition	HT1080 viability	HPDE-C7K KRASV12	Spn MK inh	Alkaline phosphatase	Spn PMK inh	others
O=C(C1CCCCC1)N1CCC(c2nc3ccccc3[nH]2)CC1	-7.9%	-2.6%	i	.	-7.6%	-3.6%	0.0	8.6%	0.0
CC(C)c1ccc(NS(=O)(=O)c2cn(C)c(=O)n(C)c2=O)cc1	-6.8%	0.4%	i	-10.4%	.	8.2%	7.0	9.1%	0.0
COc1ccccc1NC(=O)COc1ccc(CO)cc1Cl	-11.2%	-8.2%	i	5.7%	-3.5%	-18.6%	0.0	11.0%	6.0
CCOC(=O)CSC1=C(C#N)C(c2ccc(Cl)cc2)C(C(=O)OC)C(=O)N1 (stereo not drawn)	-2.0%	-4.9%	i	4.9%	-7.0%	2.7%	5.0	23.0%	2.0	Spn PMK inh pilot replicates=7.0;Spn MK inh pilot replicates=0.5;DPM-DC inhibit pilot screen %=0.5
CN(C(=O)NC(=O)C1=C(N2CCOCC2)/C(=C/c2ccccc2)CC1)S(C)(=O)=O	-11.9%	-0.7%	i	-4.8%	2.5%	-12.4%	7.0	7.7%	3.0
CNc1sc(C(=O)c2cccs2)c(N)c1-c1nc2ccccc2s1	33.3%	-12.9%	i	3.4%	-6.8%	33.2%	0.0	18.9%	6.0
CCn1cc(C(=O)NCc2ccccn2)c(=O)c2cc(F)c(N3CCN(C)CC3)cc21	7.5%	-3.7%	i	10.7%	3.2%	2.1%	3.0	10.9%	1.0
CCCCn1c(NC(=O)c2ccccc2)nc2ccccc21	5.3%	-8.2%	i	7.0%	17.1%	0.2%	0.0	11.2%	6.0
O=C1CSC(=S)N1Cc1cccnc1	5.21µM*	-2.3%	i	-1.0%	-1.7%	3.72µM*	5.0	-2.3%	12.0
O=C(CN1C(=O)CCC1=O)Nc1ccc2c3c(cccc13)CC2	6.7%	1.0%	i	9.4%	2.0%	-2.9%	4.0	4.6%	19.0
Cc1ccc(OC(=O)CCC(=O)Nc2ccc(S(=O)(=O)Nc3cc(C)on3)cc2)cc1	2.0%	-9.8%	i	-25.8%	-3.3%	5.2%	6.0	2.7%	5.0
C1=CC2c3ccccc3NC(c3ccncc3)C2C1 (stereo not drawn)	20.6%	4.3%	i	.	-4.7%	25.1%	4.0	10.2%	0.0
C=CCNC(=O)CCCC(=O)NCC=C	-1.9%	-1.5%	i	12.9%	1.7%	-6.6%	5.0	9.7%	6.0
CCCC(=O)Nc1nc2ccc3nc(C)sc3c2s1	9.8%	-2.4%	i	-9.0%	-8.1%	-10.1%	0.0	9.4%	4.0
CC(C)=C1C2CCC1C(C(=O)NCc1ccccc1)C2C(=O)O (stereo not drawn)	2.2%	-5.9%	i	11.2%	-2.7%	-14.6%	0.0	2.5%	0.0
COc1ccc(-c2nc(C#N)c(NCCCN3CCOCC3)o2)cc1	-6.6%	-1.0%	.	-8.6%	-3.8%	0.5%	4.0	4.1%	0.0
FC(F)(F)c1nc2nncn2c2c1CCCCC2	3.1%	1.9%	i	-2.5%	2.6%	5.1%	1.0	21.0%	0.0
COc1ccc(OC)c2sc(N3CCCCC3)nc12	-3.9%	-5.8%	i	2.4%	-5.9%	1.2%	12.0	4.8%	12.0
CCOC(=O)c1ccc(NC(=O)CSc2nc3c(c(=O)n2C)SC(C)C3)cc1 (stereo not drawn)	1.1%	-0.7%	i	-1.0%	0.1%	-1.6%	4.0	7.2%	0.0
CCOC(=O)N1CCC(NC(=O)C(NC(=O)C2CCCCC2)C(C)C)CC1 (stereo not drawn)	-10.0%	-9.0%	i	10.1%	1.3%	-0.3%	3.0	9.4%	0.0
Cc1cc(C)n(S(=O)(=O)c2ccc(C)c(C)c2C)n1	12.7%	-5.3%	i	18.0%	12.3%	30.8%	8.0	-6.6%	6.0
CCOc1ccccc1NC(=O)N1CCCC1C(=O)Nc1ccc(-n2cnnn2)c(C)c1 (stereo not drawn)	-9.8%	-2.2%	i	9.8%	10.8%	-4.0%	4.0	-0.9%	12.0
Cc1ccc(NS(=O)(=O)c2cc(C(=O)N3CCOCC3)ccc2C)cc1	0.0%	6.2%	i	-0.1%	5.0%	0.8%	7.0	10.0%	9.0
COC(=O)NCC(c1cccnc1)N1CCN(c2ccccc2)CC1 (stereo not drawn)	-3.6%	0.3%	i	4.6%	5.7%	-6.0%	3.0	7.7%	2.0
CC1CCCN(S(=O)(=O)c2ccc3c(c2)CCN3C(=O)C2CCC2)C1 (stereo not drawn)	-17.1%	0.3%	i	6.4%	-0.4%	-10.9%	9.0	7.9%	5.0
COc1cccc2sc(Nc3nc(C)c(C(C)=O)s3)nc12	28.5%	-3.8%	i	3.3%	-0.4%	19.9%	5.0	-4.7%	17.0
Cc1cnc(C(=O)Nc2ccccc2C(=O)N2CCOCC2)cn1	1.0%	-5.2%	i	17.4%	1.6%	1.7%	5.0	8.4%	0.0
Cc1ccc(SCc2cn3c(C)csc3n2)cc1	-10.2%	-7.2%	i	7.1%	.	-6.4%	7.0	19.8%	9.0
The results go on.
SMILES	HPDE-C7 viability	Bfl-1 displacement	DPM-DC inhibit	LYP inhibition	HT1080 viability	HPDE-C7K KRASV12	Spn MK inh	Alkaline phosphatase	Spn PMK inh	others
Cc1c(C(=O)N2CCN(c3ccc(C(F)(F)F)cn3)CC2)oc2ccccc12	-9.0%	-3.9%	i	16.6%	-12.7%	-22.8%	6.0	-0.2%	9.0
Cc1occc1C(=O)N1CCN(C(c2ccccc2)c2ccccc2)CC1	8.2%	-11.5%	i	-0.7%	-4.1%	16.7%	0.0	5.5%	0.0
O=C(NCc1ccccc1)c1ccc2c(c1)OCCO2	-1.5%	-9.1%	i	8.7%	1.3%	-3.4%	9.0	8.3%	6.0
COCCCNC(=O)c1ccc(NS(C)(=O)=O)cc1	3.3%	-4.2%	i	15.2%	-5.5%	-5.2%	0.0	9.5%	0.0
CN(C)c1nc(Oc2ccc(=O)[nH]n2)nc(N2CCCCC2)n1	-4.7%	-1.2%	i	14.4%	-1.9%	5.2%	9.0	15.3%	6.0
Cc1ccc(C2SCC(=O)N2Cc2cn3ccsc3n2)o1 (stereo not drawn)	-17.0%	-0.9%	i	9.0%	-4.0%	-7.6%	1.0	5.7%	20.0
